MazF activator: activators of E. coli MazEF toxin-antitoxin RNase; FAM/BHQ RNA-DNA oligo cleavage fluorescence, 5 h; activation, % at 20 µM; 350,000 compounds, 0.32% hits; in the data active = activation above about 50%
Target sequence (P0AE70 whole entry, looked up): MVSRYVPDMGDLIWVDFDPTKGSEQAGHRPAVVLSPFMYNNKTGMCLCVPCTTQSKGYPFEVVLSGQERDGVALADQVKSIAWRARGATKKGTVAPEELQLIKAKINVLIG
DUSP3 inh: blocks human VHR1 dual specificity phosphatase. P51452. recombinant VHR phosphatase, pNPP absorbance. inhibition, % at 13.3 µM. 290,000 compounds, 0.52% hits. AID 1654; in the data active = inhibition above about 50%; also: some compounds called inactive have numbers as strong as hits
Target sequence (P51452 whole entry, looked up): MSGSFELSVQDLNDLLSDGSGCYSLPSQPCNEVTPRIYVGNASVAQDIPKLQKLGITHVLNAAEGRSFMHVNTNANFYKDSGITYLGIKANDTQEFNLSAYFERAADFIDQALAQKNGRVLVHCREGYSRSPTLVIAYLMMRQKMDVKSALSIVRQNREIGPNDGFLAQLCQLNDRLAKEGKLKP
UGM FP inh: inhibitors of M. tuberculosis UDP-galactopyranose mutase. P9WIQ1. purified UGM, fluorescence polarization probe displacement. inhibition, % at 10 µM. 320,000 compounds, 0.06% hits; in the data active = inhibition above about 10%, passing the limit was not always enough; inconclusive = no clear call, values can overlap the other calls
Target sequence (P9WIQ1 whole entry, looked up): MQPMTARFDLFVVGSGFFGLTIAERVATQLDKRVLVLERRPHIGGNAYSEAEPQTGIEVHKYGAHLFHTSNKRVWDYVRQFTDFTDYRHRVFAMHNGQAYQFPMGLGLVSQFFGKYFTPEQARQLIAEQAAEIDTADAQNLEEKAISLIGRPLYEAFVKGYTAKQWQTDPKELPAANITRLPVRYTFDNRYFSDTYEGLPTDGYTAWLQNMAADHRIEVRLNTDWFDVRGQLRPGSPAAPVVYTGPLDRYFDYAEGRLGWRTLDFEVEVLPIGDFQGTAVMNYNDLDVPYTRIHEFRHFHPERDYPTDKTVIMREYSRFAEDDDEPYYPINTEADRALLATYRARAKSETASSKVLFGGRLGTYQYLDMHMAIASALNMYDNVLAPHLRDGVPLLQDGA
Mtb FBA inh: Mtb fructose-bisphosphate aldolase inhibition; inhibition, % at 1 µM; 360,000 compounds, 2.3% hits; purified M. tuberculosis FBA, fluorescence read-out; in the data active = inhibition above about 27%;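 also: 0% = vehicle and 100% = reference inhibitor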
Target sequence (P9WQA3 whole entry, looked up): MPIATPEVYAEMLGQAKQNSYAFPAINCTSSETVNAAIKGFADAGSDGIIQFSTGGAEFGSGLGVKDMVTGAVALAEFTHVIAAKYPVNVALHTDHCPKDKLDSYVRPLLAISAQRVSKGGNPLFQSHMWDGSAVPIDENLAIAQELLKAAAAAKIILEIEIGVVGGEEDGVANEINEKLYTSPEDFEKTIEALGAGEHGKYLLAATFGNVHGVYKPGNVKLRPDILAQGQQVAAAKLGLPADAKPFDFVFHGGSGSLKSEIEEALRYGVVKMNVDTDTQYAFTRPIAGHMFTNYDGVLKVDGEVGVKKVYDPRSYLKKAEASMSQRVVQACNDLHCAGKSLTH
BoNT-F LC inh: blocks Botulinum neurotoxin F light chain protease | Multiplex microsphere protease cleavage assay, flow cytometry | inhibition, % at 10 µM | 360,000 compounds, 0.22% hits | AID 588497; in the data active = inhibition above about 35%, passing the limit was not always enough; inconclusive = no clear call, values can overlap the other calls; also: plate controls were buffer without enzyme for full effect and enzyme alone for no effect
CCHF vOTU inh: CCHFV vOTU protease inhibition; Pep-AMC fluorescence; inhibition, % at 11.5 µM; 370,000 compounds, 0.55% hits; AID 651958; also: 0% = vehicle wells with enzyme and 100% = no enzyme wells
FadD28 FP inh: M. tuberculosis FadD28 bisubstrate binding inhibition. FadD28 bisubstrate probe binding, fluorescence polarization. inhibition, % at 12.5 µM. 360,000 compounds, 0.22% hits; in the data active = inhibition above about 8.5%, passing the limit was not always enough; inconclusive = no clear call, values can overlap the other calls
Mtb BioA inh: BioA (M. tuberculosis) enzyme inhibition; purified M. tuberculosis BioA enzyme, plate reader; 360,000 compounds, 0.096% hits; inhibition, % at 9.99 µM; AID 602481; in the data active = inhibition above about 40%; inconclusive = no clear call, values can overlap the other calls
GDH-TPI counter: GDH-TPI coupled enzyme inhibition counter-screen. GDH-TPI coupled enzyme counterscreen, NADH absorbance. inhibition, % at 4.8 µM. 360,000 compounds, 1.2% hits. AID 588335;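 also: 0% = DMSO wells and 100% = wells lacking the enzyme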
Rv3671c protease: Rv3671c (M. tuberculosis) protease inhibition; P9WHR9; inhibition, % at 5.96 µM; 320,000 compounds, 0.048% hits; AID 2606; in the data active = inhibition above about 38%;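 also: extracellular domain of Rv3671c used as enzyme; 0% = enzyme with DMSO and 100% = no enzyme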
* = called active by the depositor. Rule as the data show it, unless noted: active = inhibition above about 30%; inactive = the rest.

`Cc1ccc(NC(=S)NNC(=S)Nc2ccc(C)cc2C)cc1` gave MazF activator 6, DUSP3 inh 10, UGM FP inh 0.0, Mtb FBA inh -3, BoNT-F LC inh -3, CCHF vOTU inh -4, FadD28 FP inh -2.7, Mtb BioA inh -0.2, GDH-TPI counter -11 and Rv3671c protease 8.
COc1cccc(C(=O)O/N=C(\N)c2ccc([N+](=O)[O-])cc2)c1OC was read as MazF activator 6, DUSP3 inh 10, UGM FP inh -0.4, Mtb FBA inh -1, BoNT-F LC inh -10, CCHF vOTU inh -5, FadD28 FP inh -1.5, Mtb BioA inh -2.5, GDH-TPI counter 11 and Rv3671c protease 5.
`CN(Cc1ccccc1)c1nc2c(c(=O)[nH]c(=O)n2C)n1C` gave MazF activator 2, DUSP3 inh 18, UGM FP inh -4.9, Mtb FBA inh -6, BoNT-F LC inh -6, CCHF vOTU inh 3, FadD28 FP inh -2.0, Mtb BioA inh -2.1, GDH-TPI counter 5 and Rv3671c protease 3.
`Cc1ccccc1NC(=O)CCCn1nc(C)c2c(C)n(-c3ccccc3)nc2c1=O` gave MazF activator 5, DUSP3 inh 10, UGM FP inh -3.1, Mtb FBA inh 3, BoNT-F LC inh -5, CCHF vOTU inh 12, FadD28 FP inh -3.3, Mtb BioA inh -1.2, GDH-TPI counter 5 and Rv3671c protease 6.
For OCCN1CCN(c2cc(C(F)(F)F)nc3ccccc23)CC1 the results were MazF activator 4, DUSP3 inh 13, UGM FP inh -0.2, Mtb FBA inh 1, BoNT-F LC inh inconclusive, CCHF vOTU inh -14, FadD28 FP inh -3.0, Mtb BioA inh -0.3, GDH-TPI counter 4 and Rv3671c protease 0.
For COc1cccc(OCc2ccc(Cl)cc2)c1C#N the results were MazF activator -3, DUSP3 inh 1, UGM FP inh -5.4, Mtb FBA inh -4, BoNT-F LC inh inconclusive, CCHF vOTU inh 8, FadD28 FP inh -1.0, GDH-TPI counter 3 and Rv3671c protease -1.
For Cc1ccc(NC(=O)COC(=O)CCc2nc3ccccc3n2-c2ccccc2)c(C)c1 the results were MazF activator -1, DUSP3 inh 2, UGM FP inh 0.3, Mtb FBA inh 1, BoNT-F LC inh -6, CCHF vOTU inh 0, FadD28 FP inh 0.3, GDH-TPI counter 7 and Rv3671c protease -10.
For COc1ccc2c(c1)CCc1c(C(=O)N3CCOCC3)noc1-2 the results were MazF activator 3, DUSP3 inh 3, UGM FP inh 0.2, Mtb FBA inh -1, BoNT-F LC inh 16, CCHF vOTU inh -12, FadD28 FP inh -0.8, Mtb BioA inh -0.4, GDH-TPI counter -1 and Rv3671c protease -1.
CCOc1ccc(N(CC(=O)Nc2ccccc2C(=O)N2CCOCC2)S(=O)(=O)c2ccc(F)cc2)cc1 was read as MazF activator -8, DUSP3 inh -8, UGM FP inh 0.8, Mtb FBA inh -2, BoNT-F LC inh 1, CCHF vOTU inh 6, FadD28 FP inh -3.5, GDH-TPI counter 0 and Rv3671c protease 2.
Screening Cn1cccc1/C=N/NC(=O)CSc1nc2ccccc2[nH]1 returned MazF activator 0, DUSP3 inh 20, UGM FP inh -0.1, Mtb FBA inh 2, BoNT-F LC inh -3, CCHF vOTU inh 7, FadD28 FP inh -2.1, Mtb BioA inh 1.7, GDH-TPI counter 18 and Rv3671c protease -1.

Compounds listed so far that contain an aryl methoxy group (three):
COc1cccc(C(=O)O/N=C(\N)c2ccc([N+](=O)[O-])cc2)c1OC was read as MazF activator 6, DUSP3 inh 10, UGM FP inh -0.4, Mtb FBA inh -1, BoNT-F LC inh -10, CCHF vOTU inh -5, FadD28 FP inh -1.5, Mtb BioA inh -2.5, GDH-TPI counter 11 and Rv3671c protease 5.
For COc1cccc(OCc2ccc(Cl)cc2)c1C#N the results were MazF activator -3, DUSP3 inh 1, UGM FP inh -5.4, Mtb FBA inh -4, BoNT-F LC inh inconclusive, CCHF vOTU inh 8, FadD28 FP inh -1.0, GDH-TPI counter 3 and Rv3671c protease -1.
For COc1ccc2c(c1)CCc1c(C(=O)N3CCOCC3)noc1-2 the results were MazF activator 3, DUSP3 inh 3, UGM FP inh 0.2, Mtb FBA inh -1, BoNT-F LC inh 16, CCHF vOTU inh -12, FadD28 FP inh -0.8, Mtb BioA inh -0.4, GDH-TPI counter -1 and Rv3671c protease -1.

(continued)
For CCOc1ccccc1/C=C/C(=O)NCC(=O)N1CCC(N(C)C2CCCCC2C)CC1 (stereo not drawn) the results were MazF activator 0, DUSP3 inh 12, UGM FP inh 0.0, Mtb FBA inh 8, BoNT-F LC inh 0, CCHF vOTU inh 3, FadD28 FP inh -4.9, Mtb BioA inh 0.7, GDH-TPI counter -8 and Rv3671c protease 6.
COc1ccc(C(=O)OCC(=O)Nc2ccc3[nH]c(=O)[nH]c3c2)cc1 was read as MazF activator 8, UGM FP inh 5.0, Mtb FBA inh 18, CCHF vOTU inh -8, FadD28 FP inh -1.1, Mtb BioA inh -2.1, GDH-TPI counter 9 and Rv3671c protease -4.
Screening CCc1ccccc1N(C(=O)c1cccs1)C1C=CS(=O)(=O)C1 (stereo not drawn) returned MazF activator 1, DUSP3 inh 10, UGM FP inh -1.7, Mtb FBA inh 0, BoNT-F LC inh 1, CCHF vOTU inh -6, FadD28 FP inh -0.7, Mtb BioA inh 19, GDH-TPI counter 10 and Rv3671c protease 9.
Screening CCC(C(=O)NC1CCCC1)N(C(=O)Cn1nnc(-c2ccc(C)o2)n1)c1ccc(OC)c(OC)c1 (stereo not drawn) returned MazF activator 3, DUSP3 inh 13, UGM FP inh -3.8, Mtb FBA inh -1, BoNT-F LC inh 19, CCHF vOTU inh -2, FadD28 FP inh 0.5, Mtb BioA inh -0.7, GDH-TPI counter -6 and Rv3671c protease 0.
Screening O=C(COC(=O)CCOc1ccccc1)NCCc1ccccc1 returned MazF activator -7, UGM FP inh 3.8, Mtb FBA inh 3, BoNT-F LC inh 5, CCHF vOTU inh -2, FadD28 FP inh -0.5, Mtb BioA inh -2.0, GDH-TPI counter 6 and Rv3671c protease -5.
`CN(C(=S)NC(=O)c1ccc(F)cc1)C1CCCCC1` gave MazF activator -3, DUSP3 inh 2, UGM FP inh 1.2, Mtb FBA inh 6, CCHF vOTU inh 10, FadD28 FP inh -1.2, Mtb BioA inh 0.3, GDH-TPI counter 6 and Rv3671c protease 0.
For Cc1ccc(C(c2nnnn2C(C)(C)C)N(Cc2ccco2)Cc2cccs2)cc1 (stereo not drawn) the results were MazF activator -1, DUSP3 inh 7, UGM FP inh -2.9, Mtb FBA inh 36*, BoNT-F LC inh -4, CCHF vOTU inh 4, FadD28 FP inh -4.8, Mtb BioA inh -0.9, GDH-TPI counter -11 and Rv3671c protease 12.
O=C(N/N=C/c1ccccc1O)c1ccncc1 was read as MazF activator 3, UGM FP inh -1.7, Mtb FBA inh -4, BoNT-F LC inh -10, CCHF vOTU inh 2, FadD28 FP inh -4.2, Mtb BioA inh 0.4, GDH-TPI counter 11 and Rv3671c protease 9.
`Cc1cc(N2CCOCC2)nc2ccc(NC(=S)N3CCCCC3C)cc12` (stereo not drawn) gave MazF activator -1, DUSP3 inh -13, UGM FP inh -1.3, Mtb FBA inh 36*, BoNT-F LC inh 4, CCHF vOTU inh -62, FadD28 FP inh -1.3, Mtb BioA inh -0.7, GDH-TPI counter 14 and Rv3671c protease 14.
`Cc1ccc(OCc2ccc(C(=O)N3CCCC3)o2)cc1C` gave MazF activator 0, DUSP3 inh 16, UGM FP inh 3.5, Mtb FBA inh 1, BoNT-F LC inh -5, CCHF vOTU inh 2, FadD28 FP inh -0.7, Mtb BioA inh 1.0, GDH-TPI counter 10 and Rv3671c protease -9.
COc1ccc(Nc2nc(N3CCCC3)nc(N3CCCC3)n2)c(OC)c1 was read as MazF activator -3, DUSP3 inh 15, UGM FP inh 2.3, Mtb FBA inh -1, BoNT-F LC inh -3, CCHF vOTU inh 1, FadD28 FP inh 0.2, Mtb BioA inh -1.8, GDH-TPI counter -4 and Rv3671c protease 9.
Screening O=C(CCS(=O)(=O)c1ccccc1)Nc1nc(-c2cccs2)cs1 returned MazF activator 6, DUSP3 inh 4, UGM FP inh -0.8, Mtb FBA inh 3, BoNT-F LC inh 7, CCHF vOTU inh 14, FadD28 FP inh -1.5, Mtb BioA inh -4.1, GDH-TPI counter 5 and Rv3671c protease -2.
For Cn1c(=O)c2c(ncn2CC(=O)Nc2ccc(N3CCOCC3)cc2)n(C)c1=O the results were MazF activator 4, DUSP3 inh 4, UGM FP inh -0.7, Mtb FBA inh 0, BoNT-F LC inh -14, CCHF vOTU inh -3, FadD28 FP inh -0.2, Mtb BioA inh -1.3, GDH-TPI counter -1 and Rv3671c protease -1.
`C[C@]12CCC3C(CC[C@H]4C[C@@H](O)CC[C@]34C)C1=CC[C@@H]2O` (stereo partly drawn) gave MazF activator -10, Mtb FBA inh 4, BoNT-F LC inh 6, CCHF vOTU inh 4, FadD28 FP inh -1.2, Mtb BioA inh 0.2 and GDH-TPI counter 11.
`O=C(c1ccccc1[N+](=O)[O-])N1CCN(c2ccc(N3CCOCC3)nn2)CC1` gave MazF activator 7, UGM FP inh -4.8, Mtb FBA inh 3, BoNT-F LC inh inconclusive, CCHF vOTU inh 0, FadD28 FP inh 0.8, Mtb BioA inh -1.5, GDH-TPI counter -1 and Rv3671c protease 2.
For CN1C[C@@H]2C(c3ccccc3)C3(c4ccccc4)CC2(C3)[C@H]1c1ccccc1 (stereo partly drawn) the results were MazF activator -1, DUSP3 inh 11, UGM FP inh -2.5, Mtb FBA inh 0, BoNT-F LC inh -6, CCHF vOTU inh 5, FadD28 FP inh -1.0, Mtb BioA inh -0.5, GDH-TPI counter -7 and Rv3671c protease 0.
Screening O=C(NCCc1ccc2c(c1)OCCO2)c1cccc(S(=O)(=O)N2CCCC2)c1 returned MazF activator -7, UGM FP inh -2.9, Mtb FBA inh 1, BoNT-F LC inh 2, CCHF vOTU inh 6, FadD28 FP inh 0.1, Mtb BioA inh 0.5, GDH-TPI counter 2 and Rv3671c protease -4.
Cc1cc(=O)[nH]c(Nc2ccc(N(C)C)cc2)n1 was read as MazF activator 6, DUSP3 inh 30, UGM FP inh -1.3, Mtb FBA inh 3, BoNT-F LC inh inconclusive, CCHF vOTU inh -6, FadD28 FP inh -1.0, Mtb BioA inh -4.7, GDH-TPI counter 12 and Rv3671c protease -4.
Screening COc1ccc(-c2sc3ccccc3c2/C=C/c2ccc(OC)c(OC)c2)cc1 returned MazF activator -4, UGM FP inh 0.9, Mtb FBA inh 23, BoNT-F LC inh -8, CCHF vOTU inh -12, FadD28 FP inh 0.0, Mtb BioA inh -2.8, GDH-TPI counter 16 and Rv3671c protease -5.
Cc1cccc(S(=O)(=O)Nc2cccc3c2C(=O)c2ccccc2-3)c1 was read as MazF activator -44, DUSP3 inh -9, UGM FP inh 4.0, Mtb FBA inh 2, BoNT-F LC inh -33, CCHF vOTU inh 16, FadD28 FP inh 2.1, Mtb BioA inh 0.9, GDH-TPI counter -12 and Rv3671c protease -9.
Screening Cc1ccc(S(=O)(=O)NCCC(=O)Nc2cc(S(=O)(=O)N(C)C)ccc2C)cc1C returned MazF activator 4, DUSP3 inh -3, UGM FP inh 2.7, Mtb FBA inh 0, BoNT-F LC inh 5, CCHF vOTU inh -2, FadD28 FP inh -2.4, Mtb BioA inh -0.4, GDH-TPI counter -8 and Rv3671c protease 7.

Three entries already listed, ordered by length of the SMILES, smallest number first:
Cc1cc(=O)[nH]c(Nc2ccc(N(C)C)cc2)n1 was read as MazF activator 6, DUSP3 inh 30, UGM FP inh -1.3, Mtb FBA inh 3, BoNT-F LC inh inconclusive, CCHF vOTU inh -6, FadD28 FP inh -1.0, Mtb BioA inh -4.7, GDH-TPI counter 12 and Rv3671c protease -4.
Cc1cccc(S(=O)(=O)Nc2cccc3c2C(=O)c2ccccc2-3)c1 was read as MazF activator -44, DUSP3 inh -9, UGM FP inh 4.0, Mtb FBA inh 2, BoNT-F LC inh -33, CCHF vOTU inh 16, FadD28 FP inh 2.1, Mtb BioA inh 0.9, GDH-TPI counter -12 and Rv3671c protease -9.
`C[C@]12CCC3C(CC[C@H]4C[C@@H](O)CC[C@]34C)C1=CC[C@@H]2O` (stereo partly drawn) gave MazF activator -10, Mtb FBA inh 4, BoNT-F LC inh 6, CCHF vOTU inh 4, FadD28 FP inh -1.2, Mtb BioA inh 0.2 and GDH-TPI counter 11.

Screening results (PubChem BioAssay)
